OXTR potentiator = potentiators of human oxytocin receptor; P30559; CHO-OTR cells, Fluo-8 calcium fluorescence, potentiator mode; 0% = oxytocin EC15, 100% = EC100; hit rate 0.061% among 320,000; AID 2445; activation, % at 3 µM;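 active = activation above that plate's cutoff, the mean activation of tested compounds plus 3 SD, cut at about 6.6% in these data, passing the limit was not always enough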;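 also: 100% uses oxytocin at 75 nM as the full agonist control; some results filed as inactive read as strong as hits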
Target sequence (P30559 whole entry, looked up): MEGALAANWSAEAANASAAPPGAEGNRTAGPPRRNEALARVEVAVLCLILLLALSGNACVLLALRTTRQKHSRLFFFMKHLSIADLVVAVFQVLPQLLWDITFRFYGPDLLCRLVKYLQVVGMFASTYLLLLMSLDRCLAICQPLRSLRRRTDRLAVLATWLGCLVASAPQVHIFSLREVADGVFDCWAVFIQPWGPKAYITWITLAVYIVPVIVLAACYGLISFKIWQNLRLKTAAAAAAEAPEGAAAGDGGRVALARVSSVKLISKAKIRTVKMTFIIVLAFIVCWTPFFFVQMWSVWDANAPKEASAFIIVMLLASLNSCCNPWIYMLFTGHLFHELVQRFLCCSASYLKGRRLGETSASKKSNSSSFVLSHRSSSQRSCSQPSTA
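Measured by – Fluo-8 calcium dye fluorescence · Test system – human OTR in CHO cells · Dosing – one concentration, 3.0 µM compound · Controls – EC15 oxytocin alone as 0%, 75 nM oxytocin as 100% · Evaluation – normalized max/min fluorescence ratio, % activation · Timing – 6 min pre-incubation, 100 s read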
GalR3 antagonist = antagonists of human GalR3; HEK293 GalR3-CNG cAMP membrane potential fluorescence; galR3 body fused to GalR1 C-terminus; inhibition, % at 3 µM; hit rate 0.44% among 360,000;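 active = inhibition above the screen-wide average plus 3 SD, cut at about 13% in these data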;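 also: forskolin and galanin both at EC90 stimulate the cells; cAMP rise reported by CNG channel membrane potential dye signal; 0% = forskolin plus galanin with DMSO and 100% = forskolin alone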
V1aR counter = V1a receptor agonism, counter-screen for OXTR agonists | P37288 | CHO-V1R cells, Fluo-8 calcium fluorescence, agonist mode; 0% DMSO, 100% 3 nM vasopressin | activation, % at 3 µM | hit rate 0.25% among 320,000 | AID 2797;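 active = activation above the mean activation of all tested compounds plus 3 SD, per screening run, cut at about 20% in these data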;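 also: signal is peak over basal fluorescence ratio across a 100 second FLIPR read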
M18AAP inhibitor = blocks P. falciparum M18 aspartyl aminopeptidase. recombinant PfM18AAP, H-Glu-NHMec fluorogenic cleavage. inhibition, % at 7.35 µM. hit rate 1.2% among 290,000;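 active = inhibition above the campaign mean inhibition over all tested compounds plus 3 SD, cut at about 28% in these data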;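 also: 0% = plate median of test compound wells and 100% = 2 mM ZnCl2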
OXTR ag = human OXTR agonism; activation, % at 3 µM; CHO-OTR cells, Fluo-8 calcium fluorescence; normalized: DMSO 0%, oxytocin 100%; AID 2435; hit rate 0.32% among 320,000; P30559;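 active = activation above the mean of all tested compounds plus 3 SD, cutoff set per screening run, cut at about 20% in these data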;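 also: peak over basal fluorescence ratio from a 100 s FLIPR kinetic read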
GPR7 antagonist = antagonists of human GPR7 (neuropeptides B/W receptor 1); AID 1861; P48145; GPR7-expressing cells, fluorescence antagonist assay; inhibition, % at 4.4 µM; hit rate 1.1% among 290,000; in the data active = inhibition above about 16%, passing the limit was not always enough;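 also: cells stimulated with the agonist NPW; 0% = agonist with vehicle and 100% = vehicle without agonist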
Target sequence (P48145 whole entry, looked up): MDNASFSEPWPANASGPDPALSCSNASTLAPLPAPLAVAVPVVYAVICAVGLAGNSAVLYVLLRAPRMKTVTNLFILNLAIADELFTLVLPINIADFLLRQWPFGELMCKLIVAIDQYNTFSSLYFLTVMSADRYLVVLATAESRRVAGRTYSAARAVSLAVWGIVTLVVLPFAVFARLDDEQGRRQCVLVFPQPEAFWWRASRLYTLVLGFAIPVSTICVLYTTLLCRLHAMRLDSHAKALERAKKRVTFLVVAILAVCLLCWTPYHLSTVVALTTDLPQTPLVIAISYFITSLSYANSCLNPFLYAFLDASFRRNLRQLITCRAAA
NALP1 inh = NALP1 inhibition | S. cerevisiae NALP1/ASC/caspase-1 growth, X-gal OD620, 72 h | hit rate 0.61% among 280,000 | inhibition, % at 10 µM; in the data active = inhibition mostly above about 24%, no sharp cut-off; inactive = mostly below about 32%; also: some compounds called inactive have numbers as strong as hits
MEKK2 WT-MEK5 = raises or lowers MEK5 binding to wildtype human MEKK2 PB1 domain; Q9Y2U5; bead flow cytometry, Alexa488-MEK5 binding to MEKK2 WT; actives lie on both sides; binding response (% of control), % at 10 µM; hit rate 1.1% among 290,000; in the data active = binding response below about 67% or above about 130%
MEKK2mut PB1 HTS = signal of MEK5 binding to mutant human MEKK2 PB1 domain | bead flow cytometry, Alexa488-MEK5 binding to MEKK2 mutant | percent response, % at 10 µM | hit rate 0.35% among 290,000 | AID 1530; in the data active = percent response above about 24%, passing the limit was not always enough; also: inactives centre near 1; some results filed as inactive read as strong as hits
An asterisk follows results filed as active; x = not tested or not shown.

SMILES	OXTR potentiator	GalR3 antagonist	V1aR counter	M18AAP inhibitor	OXTR ag	GPR7 antagonist	NALP1 inh	MEKK2 WT-MEK5	MEKK2mut PB1 HTS
O=C(Nc1ccccc1C(=O)O)c1cccc(C(=O)Nc2ccccc2C(=O)O)c1	-9	-12	0.1	-8	-2.1	-25	11	106	7
Cn1c(=O)[nH]c(=O)c2c1nc(CN1CCN(c3cccc(Cl)c3)CC1)n2CCCc1ccccc1	-5	7	-0.1	-7	-0.4	-5	x	95	-5
CON(C)c1nc(NCC(C)C)nc(OCC#N)n1	-8	2	-0.1	4	0.9	-5	3	96	-2
Cc1nc(N(CCO)C2CCCCC2)c2nnn(Cc3ccccc3)c2n1	-19	-11	2.0	7	-1.5	0	10	104	-1
CCOC(=O)c1[nH]c(C)c(CC(C)C)c1C	-2	x	-0.1	-6	-0.9	-7	3	89	-9
O=C(CCC(=O)N1CCCC1)Nc1nnc(C2CCCCC2)s1	-2	0	0.9	-4	1.3	1	14	102	2
CCOC(=O)c1cccnc1SCC(=O)N(CC)c1cccc(C)c1	0	-2	-0.2	-6	0.4	2	-8	94	-5
Cc1cccc(OCCNC(=O)c2ccc(Oc3ccc(C(F)(F)F)cc3[N+](=O)[O-])cc2)c1	-16	-3	1.7	5	2.6	-3	18	96	-4
O=C(Nc1ccncc1)C1CCC(CNS(=O)(=O)c2cccc3nsnc23)CC1 (configuration not stated)	-5	-3	2.7	6	2.2	16	x	82	-10
Cc1ccc2cc(CN(c3ccc(C)c(C)c3)S(C)(=O)=O)c(=O)[nH]c2c1	-8	-1	-0.1	1	-0.6	-1	12	80	-14
CSc1nnc(SCC(=O)N(C)c2c(N)n(Cc3ccccc3)c(=O)[nH]c2=O)s1	-4	-4	0.4	x	-0.5	x	x	x	x
COc1cc(OC)cc(C(=O)NCC(=O)OCC(=O)c2cc(OC)ccc2OC)c1	-7	1	-0.1	7	-2.2	-13	11	100	2
Cc1ccc(S(=O)(=O)N2CCN(C(=O)c3ccc(Br)o3)CC2)c(C)c1	-17	-4	0.3	4	-0.4	-1	19	101	2
Cc1cccc(OCC(=O)Nc2cc(NC(=O)COc3cccc(C)c3C)cc(C(=O)O)c2)c1C	-13	-11	0.3	1	0.7	-4	x	95	2
NS(=O)(=O)c1ccc(-c2ccc(/C=C3\NC(=S)NC3=O)o2)cc1	-1	-6	3.2	37*	3.5	11	17	79	-7
O=C(NCc1ccccc1F)C1CCCN(C(=O)NC2CCCCC2)C1 (configuration not stated)	-5	-3	-1.2	0	-0.3	1	11	82	-9
COC(=O)[C@H](CC(C)C)NCc1cccc(CN[C@@H](CC(C)C)C(=O)OC)c1	6	-1	1.3	8	1.8	-8	6	99	-6
CC1CCC(C(=O)NC(C(=O)Nc2ccccn2)C(C)C)CC1 (configuration not stated)	0	-9	-1.0	4	0.3	-7	17	105	4
COc1ccc(S(=O)(=O)NC2CCCCC2)c(C)c1C	-13	-2	-1.0	7	-1.8	-9	-1	96	-10
CCCCCCn1c(CN2CCN(C(=O)OCC)CC2)nc2c1c(=O)n(C)c(=O)n2C	-3	-3	1.3	0	0.1	-8	x	94	-6

Looked up above:
OXTR ag, `CCCCCCn1c(CN2CCN(C(=O)OCC)CC2)nc2c1c(=O)n(C)c(=O)n2C` → 0.1
MEKK2mut PB1 HTS, `CC1CCC(C(=O)NC(C(=O)Nc2ccccn2)C(C)C)CC1` (configuration not stated) → 4
OXTR ag, `CSc1nnc(SCC(=O)N(C)c2c(N)n(Cc3ccccc3)c(=O)[nH]c2=O)s1` → -0.5
GalR3 antagonist, `CCOC(=O)c1cccnc1SCC(=O)N(CC)c1cccc(C)c1` → -2
NALP1 inh, `Cc1ccc(S(=O)(=O)N2CCN(C(=O)c3ccc(Br)o3)CC2)c(C)c1` → 19
GalR3 antagonist, `NS(=O)(=O)c1ccc(-c2ccc(/C=C3\NC(=S)NC3=O)o2)cc1` → -6
NALP1 inh, `Cc1cccc(OCCNC(=O)c2ccc(Oc3ccc(C(F)(F)F)cc3[N+](=O)[O-])cc2)c1` → 18

(listing goes on)
SMILES	OXTR potentiator	GalR3 antagonist	V1aR counter	M18AAP inhibitor	OXTR ag	GPR7 antagonist	NALP1 inh	MEKK2 WT-MEK5	MEKK2mut PB1 HTS
Cc1c(C)c2c(c(C)c1O)CC[C@@](C)(CCC[C@H](C)CCC[C@H](C)CCCC(C)C)O2	3	x	0.0	x	1.8	x	x	98	2
Nc1nc(COC(=O)C2CC(=O)N(Cc3ccccc3)C2)nc(Nc2ccccc2)n1 (configuration not stated)	-11	1	0.3	x	-1.8	x	x	x	x
CN1CCN(CC(=O)Nc2c(C(=O)c3ccccc3)oc3ccccc23)CC1	1	-7	1.8	1	4.7	-3	0	108	-1
NC(=O)Cc1nc(-c2ccc(Br)cc2)cs1	0	-2	0.4	-6	0.6	-7	36	98	0
CN(C)C1(CNCC(O)c2ccccc2)CCCCC1 (configuration not stated)	-14	-5	-0.8	0	-1.4	-6	5	105	6
O=c1c2ccccc2[nH]c2ccc(O)cc12	-10	-2	0.8	-22	0.1	9	15	93	-3
COc1ccccc1NC(=O)Cn1nnc(-c2ccccc2NC(=O)c2ccco2)n1	-17	0	2.5	-5	0.2	-17	26	103	8
Cc1c(NC(=S)NC(=O)c2ccc(Br)o2)c(=O)n(-c2ccccc2)n1C	-5	-4	-0.3	7	-1.1	-7	-19	98	-8
CC(C)Sc1nc2sccc2c(=O)n1-c1ccccc1	-3	-2	-0.9	-5	-1.7	-25	14	91	-7
CCn1ccc(C(=O)Oc2ccc(C(C)C)cc2)n1	-11	0	-0.4	4	0.1	-6	36	92	-3
COCCCNC(=O)c1ccccc1N(Cc1ccccc1)S(=O)(=O)c1ccc(OC)cc1	-1	-10	-0.4	0	-1.3	-9	8	112	9
COc1ccc(OC)c(N(CC(=O)N2CCCC2)S(=O)(=O)c2ccccc2)c1	-5	-8	0.4	-4	0.7	1	10	102	-2
O=C1C(=O)N(CCCN2CCOCC2)C(c2ccc(Cl)cc2)/C1=C(/O)c1ccc(F)cc1 (configuration not stated)	x	1	x	-15	x	-12	9	108	2
Clc1cccc(/C=N/Nc2ncnc3ccccc23)c1	1	-5	-0.3	14	-2.2	-7	-4	96	-3
N#Cc1c(N)n(-c2cccc(O)c2)c2nc3ccccc3nc12	4	-5	1.0	4	-0.9	-13	21	102	2
Nc1c(C(=O)Nc2ccc3c(c2)OCCO3)nnn1Cc1cccc(Cl)c1	-2	-6	3.0	x	4.8	x	x	x	x
CCC(=O)NC(c1ccc(OC)cc1)c1cc(Cl)c2cccnc2c1O (configuration not stated)	-6	3	1.9	-17	2.5	10	-17	94	-10
COc1cc(CNCC(C)C)c(Br)cc1OCC(=O)NCc1ccccc1	-5	-6	0.0	-5	-0.2	0	7	94	-4
O=C(CCn1c(=O)c2sccc2n(Cc2cc(=O)n3ccccc3n2)c1=O)NCc1ccco1	-5	-5	0.0	-6	0.4	-14	-7	100	-2
COc1ccc(/C=C2\SC(=O)N(CC(=O)Nc3cccnc3)C2=O)cc1OC	-6	0	-0.2	1	-0.7	-1	-2	90	-3
COc1ccc(Nc2nc(NC(C)(C)C)nc(N3CCCC3)n2)c(OC)c1	-6	-7	-1.5	1	-1.6	-17	21	136	17
CCCNC(=S)N1CCC(NC(=O)c2ccc(OC)cc2)CC1	6	0	1.3	-1	0.8	-13	3	115	16
S=c1[nH]nc(-c2ccco2)n1/N=C/c1ccc(Cl)cc1Cl	-4	-4	-0.5	22	-2.2	-5	5	103	3
NS(=O)(=O)c1ccc(CCNC(=O)CC(NC(=O)c2ccccc2Cl)c2ccccc2)cc1 (configuration not stated)	-2	0	0.1	-1	0.1	-11	18	101	2
COCCCN(C(=S)NC(=O)c1ccc(C(C)(C)C)cc1)c1c(N)n(Cc2ccccc2)c(=O)[nH]c1=O	-7	-2	-0.6	1	-2.1	-10	x	92	-2
CCOC(=O)c1c(NC(=O)OC)sc(C(=O)N(CC)CC)c1C	-3	-3	-1.3	33*	-1.3	-11	2	102	0
Cc1cccc(Sc2ccc([N+](=O)[O-])cc2[N+](=O)[O-])n1	3	6	0.7	3	-1.1	-3	19	104	-1
COc1ccc(CN2CCN(C(=O)CCC(=O)Nc3nnc(C4CCCCC4)s3)CC2)cc1F	-14	-2	10	5	11	7	8	103	-3

An excerpt from above in order of their number in M18AAP inhibitor, ascending.
SMILES,GalR3 antagonist,M18AAP inhibitor,GPR7 antagonist,NALP1 inh,MEKK2 WT-MEK5,MEKK2mut PB1 HTS
COc1ccc(OC)c(N(CC(=O)N2CCCC2)S(=O)(=O)c2ccccc2)c1,-8,-4,1,10,102,-2
COCCCNC(=O)c1ccccc1N(Cc1ccccc1)S(=O)(=O)c1ccc(OC)cc1,-10,0,-9,8,112,9
Cc1cccc(Sc2ccc([N+](=O)[O-])cc2[N+](=O)[O-])n1,6,3,-3,19,104,-1
N#Cc1c(N)n(-c2cccc(O)c2)c2nc3ccccc3nc12,-5,4,-13,21,102,2
NS(=O)(=O)c1ccc(-c2ccc(/C=C3\NC(=S)NC3=O)o2)cc1,-6,37*,11,17,79,-7

Single records (already shown). Order of screens: OXTR potentiator	GalR3 antagonist	V1aR counter	M18AAP inhibitor	OXTR ag	GPR7 antagonist	NALP1 inh	MEKK2 WT-MEK5	MEKK2mut PB1 HTS
Shown for CN1CCN(CC(=O)Nc2c(C(=O)c3ccccc3)oc3ccccc23)CC1 : 1	-7	1.8	1	4.7	-3	0	108	-1
Shown for NS(=O)(=O)c1ccc(-c2ccc(/C=C3\NC(=S)NC3=O)o2)cc1 : -1	-6	3.2	37*	3.5	11	17	79	-7

High-throughput results: PubChem BioAssay, several laboratories
